BAZ2B block – blocks human BAZ2B. AlphaScreen BAZ2B-H3K14Ac peptide displacement. AID 504333. Q9UIF8. Potency, µM (titrated, usually from 114 µM), for the others: top-dose activity change, negative = inhibition, most hits filed as inhibitors. hit rate 4.4% among 360,000; also: potency is read from the fitted curve at half-maximal effect; % is scaled to controls: 0 for no effect and ±100 for the full control effect; nearly all actives have a fitted effect of over 60% in size
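Multi-concentration screen (max 110 uM) measuring displacement of acetylated histone H3 peptide from BAZ2B by AlphaScreen, using 50 nM protein, 50 nM peptide and 10 ug/mL streptavidin donor plus Ni-chelate acceptor beads.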
PGK inhibitor – T. brucei PGK inhibition | PGK/GAPDH coupled, Kinase-Glo luminescence, 60 min | AID 602233 | hit rate 0.043% among 380,000 | Potency, µM (highest dose often 57.5 µM), inactives show at the top dose activity change, negative = inhibition, actives largely listed as inhibitors; also: potency is read from the fitted curve at half-maximal effect; % is scaled to controls: 0 for no effect and ±100 for the full control effect; nearly all actives have a fitted effect of over 60% in size
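Luminescent ATP detection (Kinase-Glo Plus) follows a 60-minute room-temperature incubation, with wells lacking PGK as controls. Buffer: 100 mM TEA (pH 7.6), 5 mM MgCl2, 0.01% Tween-20. Coupling enzyme GAPDH (100 nM final) supplies unstable 1,3-BPG in-well.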
Pin1 inh – inhibitors of human Pin1; Q13526; Pin1 FP peptide displacement, HiFluor488, 10 min; Potency, µM (series often up to 115 µM), for inactives: at the highest dose activity, negative = inhibition, hits mostly inhibitors; hit rate 0.009% among 390,000; AID 504891; active = well fitted inhibition curve with a large enough effect in the polarisation, with a control signal flat, not every such curve was filed as active; inconclusive = small, poorly fitted or top-dose-only effect, or effect the other way, or a change in a side signal; inactive = no such curve, though single readings can be large or run the other way; the % refers to the polarisation; also: potency is read from the fitted curve at half-maximal effect; % is scaled to controls: 0 for no effect and ±100 for the full control effect
Target sequence (Q13526 whole entry, looked up): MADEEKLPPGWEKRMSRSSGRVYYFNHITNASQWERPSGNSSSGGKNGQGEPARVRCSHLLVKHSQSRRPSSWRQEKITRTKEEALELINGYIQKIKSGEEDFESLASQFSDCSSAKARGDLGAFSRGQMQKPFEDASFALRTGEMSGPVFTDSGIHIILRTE
G9a block – G9a (human) methyltransferase inhibition. Q96KQ7. G9a H3K9 monomethylation, AlphaScreen, 2 h. Potency, µM (titrated, usually from 102 µM), inactives show top-dose activity, negative = inhibition, actives largely listed as inhibitors. hit rate 8.8% among 350,000. AID 504332; also: potency is read from the fitted curve at half-maximal effect; % is scaled to controls: 0 for no effect and ±100 for the full control effect; nearly all actives have a fitted effect of over 75% in size
Target sequence (Q96KQ7 913-1193 limits assumed): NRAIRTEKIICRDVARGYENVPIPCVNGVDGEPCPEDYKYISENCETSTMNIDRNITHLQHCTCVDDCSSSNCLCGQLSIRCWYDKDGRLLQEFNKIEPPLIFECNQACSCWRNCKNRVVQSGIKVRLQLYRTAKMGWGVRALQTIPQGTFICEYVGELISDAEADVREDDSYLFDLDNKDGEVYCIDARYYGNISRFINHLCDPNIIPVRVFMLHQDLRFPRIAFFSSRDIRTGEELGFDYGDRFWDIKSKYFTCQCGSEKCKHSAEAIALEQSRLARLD
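Quantitative HTS format: methyltransferase activity on a biotin-tagged H3K9 peptide is measured by AlphaScreen, using a rabbit anti-monomethyl-H3K9 antibody with streptavidin donor and anti-IgG acceptor beads. Final levels are 20 nM enzyme, 500 nM peptide, 20 uM SAM; 2 h RT.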
ERG-DNA inh – ERG Ets/DNA interaction inhibition; hit rate 0.028% among 370,000; P11308; Potency, µM (doses to about 76.9 µM), for inactives: at the top dose FP activity, negative = inhibition, usual class: inhibitors; AID 624246; fluorescence polarization, His-ERG Ets domain / labelled DNA; active = well fitted inhibition curve with a large enough effect in the polarisation, with a control signal flat; inconclusive = small, poorly fitted or top-dose-only effect, or effect the other way, or a change in a side signal; inactive = no such curve, though single readings can be large or run the other way; the % refers to the polarisation;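 also: polarization taken with two DNA probes labelled with fluorescein and Texas red; potency is read from the fitted curve at half-maximal effect; % of control where 0% means no effect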
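His-tagged ERG Ets domain (1 uM in the protein solution; 300mM KCl, 50mM Tris-HCl, 1mM EDTA, 1mM DTT, pH 7.5) received compound, then a probe mix of 5 nM fluorescein-DNA and 100nM Texas-615-DNA. Fluorescence polarization was read for both dyes.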
JMJD2A Tudor – inhibitors of human JMJD2A Tudor domain; AlphaScreen JMJD2A-Tudor / H3K4me3 peptide binding; Potency, µM (doses to about 114 µM), inactives show at the highest dose activity change, negative = inhibition, usual class: inhibitors; hit rate 4.4% among 390,000; AID 504339; also: potency is read from the fitted curve at half-maximal effect; % is scaled to controls: 0 for no effect and ±100 for the full control effect; nearly all actives have a fitted effect of over 50% in size
GLS inhibitor – glutaminase GLS (human) inhibition. GLS enzymatic activity, qHTS titration. Potency, µM (highest dose often 45.5 µM), for inactives: top-dose activity change, negative = inhibition, usual class: inhibitors. hit rate 0.21% among 410,000. AID 624170; also: potency is read from the fitted curve at half-maximal effect; % is scaled to controls: 0 for no effect and ±100 for the full control effect
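Assay buffer: 45 mM KH2PO4 pH 8.2, 0.02% Tween-20. hKGA acts on L-glutamine (1 mM solution added); product glutamate is reported by an oxidase/peroxidase Amplex Red coupling, with fluorescence taken at baseline and 30 min.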
PI4K2A inh – blocks human PI4K2A kinase activity. purified PI4K2A, ADP-Glo luminescence, 1 h; active compounds read low. activity change, negative = inhibition, % at 76.9 µM. hit rate 0.13% among 420,000; in the data active = activity change below about -50%; inconclusive = mostly about -30% to -49%;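 also: -100% = wells without enzyme as full effect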
Target sequence (Q9BTU6 whole entry, looked up): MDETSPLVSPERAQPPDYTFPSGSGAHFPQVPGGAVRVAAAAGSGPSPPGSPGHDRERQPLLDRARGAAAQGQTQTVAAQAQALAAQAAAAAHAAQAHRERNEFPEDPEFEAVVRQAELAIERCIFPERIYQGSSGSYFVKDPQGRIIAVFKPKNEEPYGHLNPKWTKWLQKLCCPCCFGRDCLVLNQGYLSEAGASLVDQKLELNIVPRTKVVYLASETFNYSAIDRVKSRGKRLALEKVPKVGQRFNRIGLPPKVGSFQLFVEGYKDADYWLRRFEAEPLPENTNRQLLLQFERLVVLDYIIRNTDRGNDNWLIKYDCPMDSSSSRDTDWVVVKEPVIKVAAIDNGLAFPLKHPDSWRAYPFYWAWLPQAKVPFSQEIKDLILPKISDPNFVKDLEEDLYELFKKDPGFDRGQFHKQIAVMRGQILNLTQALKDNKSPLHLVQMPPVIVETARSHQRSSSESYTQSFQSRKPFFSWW
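ADP-Glo luminescence measured ADP generated by PI4K2A enzyme (4 ug/mL before mixing) with 1.2 mM PI substrate (pre-mix) and 300 microM ATP (pre-mix). Tris pH7.5 buffer with MgCl2, Triton X-100; 1 h reaction at ambient temperature.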
HP1b binding inh – inhibitors of HP1-beta chromodomain binding to methylated histone tails; P83916; AlphaScreen HP1-beta / biotin-H3K9me3 peptide binding; Potency, µM (highest dose often 114 µM), for the others: top-dose activity change, negative = inhibition, usual class: inhibitors; hit rate 0.56% among 390,000; also: potency is read from the fitted curve at half-maximal effect; nearly all actives have a fitted effect of over 70% in size; inactives centre near 23
Target sequence (P83916 whole entry, looked up): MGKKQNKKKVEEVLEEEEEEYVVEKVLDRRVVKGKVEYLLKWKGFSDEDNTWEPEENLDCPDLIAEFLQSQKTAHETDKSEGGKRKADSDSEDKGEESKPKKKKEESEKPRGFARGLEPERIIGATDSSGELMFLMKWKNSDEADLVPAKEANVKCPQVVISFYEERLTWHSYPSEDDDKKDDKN
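Compound inhibition of the preformed complex between 50 nM HP1-beta and 50 nM biotinylated H3K9me3 peptide was read by AlphaScreen. Buffer was PBS pH 7.4 with 0.01% Tween-20. Incubations ran 30 min at room temperature, with 10 ug/mL donor/acceptor beads.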
* hit, by the source's call; [ ] = dose if it differs, or a comment. Unless noted, calls follow the shape of the dose curve; as a rule, active = well fitted curve in the direction sought with a large enough effect; inconclusive = small, poorly fitted or top-dose-only effect, or another doubt; inactive = no such curve, though single readings can be large; an effect the other way counts as inactive or inconclusive.

For O=c1cc(-c2ccccc2)c2c([nH]1)CCCC2 the results were BAZ2B block -6.2%, PGK inhibitor -0.9%, Pin1 inh -3.2%, G9a block inconclusive, ERG-DNA inh -2.6%, JMJD2A Tudor -10.8%, GLS inhibitor -1.9%, PI4K2A inh 5.2 and HP1b binding inh 6.4%.
O=C(Nc1nnc(Cc2ccc(Cl)cc2)s1)c1cccnc1 was read as BAZ2B block 70.9%[activator], Pin1 inh 13.9%, ERG-DNA inh -10.3%, JMJD2A Tudor -2.9%, GLS inhibitor -7.4%, PI4K2A inh 2.8 and HP1b binding inh 70.2%[activator].
Screening O=C(Nc1nccs1)c1ccc2nccnc2c1 returned BAZ2B block -2.1%, PGK inhibitor inconclusive, Pin1 inh inconclusive, G9a block -12.3%, ERG-DNA inh 10.9%, JMJD2A Tudor 79.4µM*, GLS inhibitor -18.4%, PI4K2A inh 6.7 and HP1b binding inh -22.2%.
For C#CCOCCOCCOCCNc1nc(N2CCN(C(=O)Cn3cc(CCCN=C(N)N)nn3)CC2)nc(N2CCN(C(=O)[C@H](C(C)C)n3cc(CCO)nn3)CC2)n1 the results were BAZ2B block -12.0%, PGK inhibitor 2.3%, Pin1 inh 6.8%, G9a block 50.1µM*, ERG-DNA inh -0.1%, JMJD2A Tudor -15.3%, GLS inhibitor -6.8%, PI4K2A inh 0.8 and HP1b binding inh 26.1%.
COC(=O)c1ccccc1NC(=S)NC(NC(=O)c1ccccc1[N+](=O)[O-])C(Cl)(Cl)Cl (stereo unspecified) was read as BAZ2B block 1.4%, PGK inhibitor 1.0%, Pin1 inh -6.7%, G9a block 3.55µM*, ERG-DNA inh -1.4%, JMJD2A Tudor -19.8%[57.1 µM], GLS inhibitor 14.8%, PI4K2A inh -2.8 and HP1b binding inh 0.6%.
Screening CC(=O)N1c2ccc(S(=O)(=O)N3CCCC(C(=O)N4CCCC(C)C4)C3)cc2CC1C (stereo unspecified) returned BAZ2B block -5.6%, PGK inhibitor -0.2%, Pin1 inh -7.7%, G9a block 15.0%[0.0925 µM], ERG-DNA inh -3.0%, JMJD2A Tudor -2.3%, GLS inhibitor -2.0%, PI4K2A inh 2.2 and HP1b binding inh 21.6%.
Screening O=C(c1ccco1)N1CCN(Cc2ccc(F)cc2)CC1 returned BAZ2B block 79.4µM*, PGK inhibitor -8.9%, Pin1 inh -4.3%, G9a block 11.2µM*, ERG-DNA inh -14.6%, JMJD2A Tudor 20µM*, GLS inhibitor -9.4%, PI4K2A inh 3.0 and HP1b binding inh inconclusive.
`CCCN(CC(=O)Nc1ccccc1C)C(=O)Cc1c[nH]c2ccccc12` gave PGK inhibitor -8.1%, Pin1 inh -2.3%, ERG-DNA inh 4.5%, JMJD2A Tudor -12.8%, GLS inhibitor 1.9%, PI4K2A inh -3.4 and HP1b binding inh 18.3%.
`CCc1ccccc1NS(=O)(=O)c1ccc2c(c1)OCC(C(=O)N1CCCC1)O2` (stereo unspecified) gave BAZ2B block -13.6%, PGK inhibitor 7.5%, Pin1 inh -1.6%, G9a block 1.1%[59 µM], ERG-DNA inh 6.9%, JMJD2A Tudor -10.0%, GLS inhibitor -1.4%, PI4K2A inh 1.6 and HP1b binding inh 33.3%.
Screening C=CC[C@H](CC(=O)N[C@H](CO)Cc1ccccc1)C(=O)N[C@@H](COC(=O)[C@@H](CC=C)Cc1ccc(F)cc1)Cc1c[nH]c2ccccc12 returned PGK inhibitor -9.6%, Pin1 inh 2.8%, ERG-DNA inh -1.5%, JMJD2A Tudor -21.4%, GLS inhibitor -1.0%, PI4K2A inh -6.2 and HP1b binding inh 19.3%.
For O=C(CCCCCNC(=O)c1ccccc1)N/N=C/c1ccccc1O the results were BAZ2B block -1.8%, PGK inhibitor 2.2%, Pin1 inh 0.3%, G9a block 30.4%[59 µM], ERG-DNA inh 1.2%, JMJD2A Tudor -5.7%, GLS inhibitor 19.9%, PI4K2A inh -4.0 and HP1b binding inh 25.0%.
CC(C)(O)C#Cc1ccc(C(=O)N2CCC(CCC(=O)NC3CC3)CC2)cc1 was read as BAZ2B block 2.4%, PGK inhibitor -9.2%, Pin1 inh 1.3%, G9a block 12.8%, ERG-DNA inh 8.4%, JMJD2A Tudor -9.5%, GLS inhibitor 1.9%, PI4K2A inh -4.9 and HP1b binding inh 29.0%.
Screening Cc1ccsc1C(=O)OCc1nc2ccccc2c(=O)[nH]1 returned BAZ2B block -20.7%, PGK inhibitor -1.8%, Pin1 inh -0.7%, G9a block -30.4%[59 µM], ERG-DNA inh 0.1%, JMJD2A Tudor -7.0%, GLS inhibitor -8.4%, PI4K2A inh 3.4 and HP1b binding inh 53.0%[activator].
Cc1cc(C(C)(C)C)oc1C(=O)N(CC(=O)NC1CCCC1)c1ccc(F)cc1 was read as BAZ2B block 0.2%, PGK inhibitor -8.0%[11.5 µM], Pin1 inh -0.1%, G9a block 6.0%[59 µM], JMJD2A Tudor -20.8%, GLS inhibitor -9.1%, PI4K2A inh -3.0 and HP1b binding inh 13.1%.
COc1ccc(N2CCN(C(=O)Cn3nc(Cc4cccnc4)c4ccccc4c3=O)CC2)cc1 was read as BAZ2B block inconclusive, PGK inhibitor 7.3%, Pin1 inh -0.6%, G9a block inconclusive, ERG-DNA inh 1.5%, JMJD2A Tudor -23.5%, GLS inhibitor 4.3%, PI4K2A inh -5.6 and HP1b binding inh 15.9%.
For Cc1ccc(C)c(Cn2c(SCC(=O)NCc3ccccc3)nc3ccccc32)c1 the results were BAZ2B block -9.4%, PGK inhibitor 4.6%, Pin1 inh inconclusive, G9a block -2.3%[12.7 µM], ERG-DNA inh -5.8%, JMJD2A Tudor -1.3%, GLS inhibitor -9.5%, PI4K2A inh 1.1 and HP1b binding inh 25.7%.
Cc1ccc(NC(=O)CSc2nc(-c3ccco3)nc3cc(=O)[nH]n23)cc1 was read as BAZ2B block -37.1%, PGK inhibitor -12.9%, Pin1 inh 48.1%[activator], G9a block 8.7%[59 µM], ERG-DNA inh -0.4%, JMJD2A Tudor -26.3%, GLS inhibitor -2.8%, PI4K2A inh -3.0 and HP1b binding inh 8.0%.
Screening C=CCn1c(=O)c2ccc(C(=O)NCc3ccccc3)cc2n(Cc2ccc(C)cc2)c1=O returned BAZ2B block 17.6%, PGK inhibitor inactive, Pin1 inh 0.2%, G9a block 17.9%, ERG-DNA inh 13.7%, JMJD2A Tudor -9.7%, GLS inhibitor -6.3%, PI4K2A inh -0.7 and HP1b binding inh 37.3%.
Brc1cccc(-c2nnc(SCc3ccon3)n2-c2ccccc2)c1 was read as BAZ2B block 3.7%, PGK inhibitor -4.6%, Pin1 inh 5.1%, G9a block 20.1%, ERG-DNA inh 4.8%, JMJD2A Tudor -10.6%, GLS inhibitor -7.6%, PI4K2A inh 1.8 and HP1b binding inh 47.8%[activator].
`C=CCn1c(SCC(=O)NC(N)=O)nnc1-c1cc2c(s1)CCC(CC)C2` (stereo unspecified) gave BAZ2B block 0.6%, PGK inhibitor -7.8%, Pin1 inh 0.6%, G9a block 11.1%, ERG-DNA inh -2.7%, JMJD2A Tudor -7.3%, GLS inhibitor -1.0%, PI4K2A inh -0.1 and HP1b binding inh 27.6%.
Screening O=C(c1cc(COc2ccc(F)cc2Cl)on1)N1CCN(C2CCCC2)CC1 returned BAZ2B block 1.4%, PGK inhibitor 4.5%, Pin1 inh -1.6%, G9a block 86.6%[activator], ERG-DNA inh 3.1%, JMJD2A Tudor -17.2%, GLS inhibitor 12.6%, PI4K2A inh 1.9 and HP1b binding inh 42.5%[activator].
`Cc1ccc(N(CC(=O)Nc2cc(Cl)ccc2Oc2ccccc2)S(C)(=O)=O)c(C)c1` gave BAZ2B block 1.1%, PGK inhibitor -14.4%, Pin1 inh 0.5%, G9a block 5.2%[59 µM], ERG-DNA inh 3.6%, JMJD2A Tudor -14.9%, GLS inhibitor 1.0%, PI4K2A inh 0.5 and HP1b binding inh 4.0%.
Screening CSc1nnc(C)c(=O)n1COC(=O)COc1ccc(Cl)cc1 returned BAZ2B block inconclusive, PGK inhibitor inactive, Pin1 inh -12.0%, G9a block inconclusive, ERG-DNA inh 10.0%, JMJD2A Tudor -7.0%, GLS inhibitor 0.9%, PI4K2A inh 4.1 and HP1b binding inh 29.7%.
`COc1cccc2sc(N3CCN(C(=O)CS(=O)(=O)c4ccc(Cl)cc4)CC3)nc12` gave BAZ2B block -21.4%, PGK inhibitor inactive, Pin1 inh 0.6%, G9a block -32.0%[59 µM], ERG-DNA inh 3.0%, JMJD2A Tudor -32.8%, GLS inhibitor -7.0%, PI4K2A inh -2.4 and HP1b binding inh 7.0%.
`COc1ccc(CNC(=O)c2ccc(CNS(=O)(=O)c3ccc(OC)cc3)cc2)cc1` gave PGK inhibitor -8.0%, Pin1 inh 9.7%, G9a block -3.7%[59 µM], ERG-DNA inh 6.0%, JMJD2A Tudor -11.0%, GLS inhibitor -2.4%, PI4K2A inh -0.3 and HP1b binding inh 27.6%.
`Cc1cc(C)cc(NC(=O)C(=O)NCC2CCCN2S(=O)(=O)c2cccs2)c1` (stereo unspecified) gave BAZ2B block 8.4%, PGK inhibitor 2.7%, Pin1 inh 16.5%, G9a block 9.6%[0.501 µM], ERG-DNA inh 9.2%, JMJD2A Tudor -22.8%, GLS inhibitor 14.6%, PI4K2A inh -5.8 and HP1b binding inh 11.7%.
`COc1ccc(CNC(=O)[C@H](Cc2c[nH]c3ccccc23)NC(C)=O)cc1OC` gave BAZ2B block -2.5%, PGK inhibitor -0.7%, Pin1 inh -0.4%, G9a block -1.9%, ERG-DNA inh 12.7%, JMJD2A Tudor -6.8%, GLS inhibitor 0.3%, PI4K2A inh -0.7 and HP1b binding inh 24.2%.

High-throughput results deposited in PubChem BioAssay by National Center for Advancing Translational Sciences (NCATS).
